High-throughput results (PubChem BioAssay)
ROMK mod – modulates human ROMK potassium channel activity; Tet-inducible ROMK, thallium flux fluorescence; actives lie on both sides; B-score at 10 µM; hit rate 2% among 130,000;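 active = signal ratio slope over the read window, or its plate-corrected B-score, at least 3 SD from the plate mean, either direction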;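 note: B-score of the F/F0 ratio slope over 7 to 12 s after thallium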
Target sequence (P48048 whole entry, looked up): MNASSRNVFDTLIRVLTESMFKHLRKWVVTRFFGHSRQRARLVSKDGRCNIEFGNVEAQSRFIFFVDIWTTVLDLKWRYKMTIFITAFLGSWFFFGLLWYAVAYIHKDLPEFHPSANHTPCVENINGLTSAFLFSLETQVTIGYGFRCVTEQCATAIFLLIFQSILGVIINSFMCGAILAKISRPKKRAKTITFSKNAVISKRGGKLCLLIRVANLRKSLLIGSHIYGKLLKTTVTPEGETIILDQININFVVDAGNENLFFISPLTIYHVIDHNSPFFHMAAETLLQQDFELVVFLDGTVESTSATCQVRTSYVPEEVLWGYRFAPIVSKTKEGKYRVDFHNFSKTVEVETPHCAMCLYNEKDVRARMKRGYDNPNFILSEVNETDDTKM
PMI act hi M6P – activators of human phosphomannose isomerase at near-saturating mannose 6-phosphate. P34949. hit rate 0.34% among 190,000. AID 1216. coupled PMI enzyme assay, resazurin fluorescence, 20 min; hits give high values; 1 = untreated enzyme, 0 = substrate-free blank. activation factor at 20 µM;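 active = activation factor of 2 or more at 20 µM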
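Test system: Human PMI in coupled enzyme assay | Input: 15 ng/mL PMI | Medium: HEPES-buffered pH 7.4 with magnesium and detergent | Compound: One concentration, 20 µM, in 1% DMSO | Incubation: Enzyme reaction with compound 20 min at room temperature | Detection: Diaphorase-driven resazurin-to-resorufin fluorescence, excitation 544, emission 590 nm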
Diaph act CS – counter-screen for diaphorase-based assays: diaphorase activators and chemical reducers; Diaphorase/resazurin coupled assay, resorufin fluorescence, 16 min; hits give high values; 1 = vehicle wells, 0 = NADH-free wells; activation factor at 20 µM; hit rate 0.005% among 190,000; AID 1229;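 active = diaphorase activity raised at least twofold by the compound at 20 µM; inactive = activation factor below 2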
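Material: Clostridium kluyveri diaphorase, purified enzyme; Quantity: enzyme 0.07 U/mL final; Medium: HEPES pH 7.4 buffer with MgCl2 and Tween 20; Dosing: single compound dose of 20 µM, 1% DMSO final; Schedule: 16 min reaction at room temperature; Measured by: red resorufin fluorescence at 544/590 nm excitation/emission.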
PPARg SRC-1 ag – PPARgamma-driven SRC-1 recruitment agonism; PPARgamma-SRC-1 coactivator recruitment biochemical assay; activation, % at 8 µM; hit rate 0.41% among 200,000; AID 631; in the data active = activation above about 19%;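 note: 0% = DMSO and 100% = reference agonist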
SRC2 TRFRET art – counter-screen for PPARgamma SRC-2 recruitment agonists: TR-FRET artefact. TR-FRET ratio at 8 µM. hits give high values. AID 1049. hit rate 0.4% among 200,000; in the data active = TR-FRET ratio above about 2000; note: inactives centre near 1500
G6PDH counter – counter-screen for G6PDH assay hits: L. mesenteroides G6PDH inhibition | Purified L. mesenteroides G6PDH, diaphorase/resazurin coupled fluorescence, 45 min | inhibition, % at 5 µM | hit rate 0.12% among 200,000; in the data active = inhibition above about 50%
PPARg SRC2 recr – PPARgamma-driven SRC-2 recruitment agonism; PPARgamma LBD-SRC-2 recruitment, biochemical; P37231; activation, % at 8 µM; hit rate 0.34% among 200,000; in the data active = activation above about 22%;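 note: 0% = vehicle and 100% = reference agonist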
PPARg SRC3 recr – agonists of human PPARgamma SRC-3 coactivator recruitment; activation, % at 8 µM; P37231; AID 731; hit rate 0.26% among 200,000; biochemical PPARgamma/SRC-3 coactivator recruitment assay; in the data active = activation above about 23%;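 note: 0% = DMSO and 100% = reference agonist; some compounds past the cut are filed as inactive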
PMI activator – increases human mannose-6-phosphate isomerase activity; activation factor at 20 µM; purified human PMI, coupled resazurin fluorescence, 20 min; hits give high values; 1 = vehicle control, 0 substrate-free wells; hit rate 0.005% among 190,000; P34949;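 active = activation factor of 2 or more at 20 µM, relative to plate controls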
S1P3 antagonist – blocks the human S1P3 receptor; Q99500; CHO S1P3 NFAT-BLA reporter, FRET fluorescence, antagonist mode; inhibition, % at 4.98 µM; hit rate 0.27% among 170,000;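 active = inhibition above the plate cutoff, the mean inhibition of test wells on that plate plus 3 SD, cut at about 28% in these data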;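 note: cells challenged with S1P at its EC80 of 0.8 µM; blue over green emission ratio from cleaved BLA substrate after 4 h stimulation; 0% = S1P-stimulated wells and 100% = unstimulated DMSO-only wells; some compounds past the cut are filed as inactive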
Target sequence (Q99500 whole entry, looked up): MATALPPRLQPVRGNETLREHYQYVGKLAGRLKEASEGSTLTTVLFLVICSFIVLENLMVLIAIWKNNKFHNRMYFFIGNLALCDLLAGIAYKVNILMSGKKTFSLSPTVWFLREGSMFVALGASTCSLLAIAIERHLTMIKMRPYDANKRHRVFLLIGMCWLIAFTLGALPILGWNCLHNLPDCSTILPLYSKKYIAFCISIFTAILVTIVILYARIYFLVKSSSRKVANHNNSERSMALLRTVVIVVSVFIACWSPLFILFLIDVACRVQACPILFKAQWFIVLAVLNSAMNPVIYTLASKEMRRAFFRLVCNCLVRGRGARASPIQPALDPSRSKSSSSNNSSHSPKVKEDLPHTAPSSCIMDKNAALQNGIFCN
Diaphorase inh – inhibits diaphorase or chemically oxidizes, flagging diaphorase assay artifacts; diaphorase resazurin-to-resorufin fluorescence, NADH, 16 min; bacterial (C. kluyveri) enzyme, not human; inhibition, % at 20 µM; hit rate 0.69% among 190,000; AID 1217;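 active = primary screen inhibition at 20 µM above a set limit, cut at about 50% in these data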;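 note: plate controls were DMSO with full reaction for no effect and wells lacking NADH for full effect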
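Assay system: diaphorase enzyme from Clostridium kluyveri. Quantity: enzyme working solution with 0.14 U/mL diaphorase. Schedule: reaction incubation of 16 min at room temperature. Technique: resorufin fluorescence, excitation 544 nm, emission 590 nm. Controls: No-NADH positive control and DMSO neutral control.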
* marks the source's active call; other numbers are inactive results; x = not tested or not shown. This is a subset; count on the stated rates, not on these rows.

Values run as follows: PPARg SRC-1 ag, SRC2 TRFRET art, S1P3 antagonist, PPARg SRC2 recr, Diaph act CS, ROMK mod, PMI activator, PMI act hi M6P, Diaphorase inh, G6PDH counter, PPARg SRC3 recr
> C1CNC2NCCNC2N1 (centres undefined)
→ 0.5, 1345, -27.8, 3.2, 1, -0.375, 1, 1, -3.3, -1.4, 7.5
> CCCCC(C)C(OC(=O)CC(CC(=O)O)C(=O)O)C(CC(C)CC(O)CCCCC(O)CC(O)C(C)N)OC(=O)CC(CC(=O)O)C(=O)O (centres undefined)
→ -7.3, 1656, -12.5, 4.6, 1, -1.21, 1.1, 1, 0.9, -1.2, 1.7
> O=c1[nH]c(=O)n(-c2cccc3ccccc23)c(O)c1C=NCCCn1ccnc1
→ -0.2, 1404, x, -3.0, 0.9, -0.339, 0.9, 0.9, 9.2, 4.4, 4.3
> O=C(Nc1cccc(Cl)c1)c1c(O)c2c(n(Cc3ccccc3)c1=O)CCCC2
→ 4.3, 1569, 6.2, -6.0, 1, 0.0139, 1.1, 1, 2.9, -7.8, 1.6
> CCC(=NCCO)c1c(O)n(C2CCCCC2)c(=O)[nH]c1=O
→ 12.8, 1739, -8.0, 6.2, 0.7, x, 1, 1, 31.6, 7.7, 9.5
> Cc1ccc2c(c1)N(CCC(=O)N1CCC3(CC1)OCCO3)C(=O)C(C)O2 (centres undefined)
→ 4.8, 1489, 11.0, 5.7, 0.9, x, 1, 0.9, 9.6, 1.7, -0.7
> CCCC/C(C)=C/[C@@H](NP(=O)(c1ccccc1)c1ccccc1)c1ccccc1
→ 5.3, 1462, -4.5, 8.5, 0.9, -0.509, 0.9, 0.9, 12.1, 20.6, -0.2
> O=C1NC(=O)C(=Cc2ccc(OCC(=O)N3CCOCC3)cc2)C(=O)N1
→ -0.9, 1684, -9.4, 2.5, 0.9, 0.717, 1, 1, 12.5, 6.9, 4.6
> COc1cc(N2CCOCC2)ccc1/C=C1\C(=O)NC(=O)N(Cc2ccc3c(c2)OCO3)C1=O
→ 5.8, 1720, -21.8, -2.2, 0.9, -0.0841, 1, 1, 11.1, 9.7, 4.4
> C=CCOC(=O)C1=C(C)OC(N)=C(C#N)[C@@]12C(=O)N(CC(N)=O)c1ccccc12
→ 6.9, 1868, x, 11.6, 0.9, -0.476, 1.1, 1, 14.5, -2.5, 7.5
> C/C(=N\N1CCCCCC1)c1c(O)n(-c2ccccc2)c(=O)[nH]c1=O
→ 3.3, 1543, 1.9, -3.2, 0.9, 1.17, 1.1, 1.1, 10.2, 8.0, 9.4
> COc1ccc(OC)c2c1CCC1NCCOC21 (centres undefined)
→ 3.9, 1454, 4.2, -2.8, 1, -0.54, 1.2, 0.8, 1.8, 3.7, 3.5
> COC(=O)N1C(c2ccccc2)C1c1ccccc1 (centres undefined)
→ 5.5, 1413, -14.7, -0.7, 1, 0.0342, 1, 1.1, -4.0, 2.9, 1.6
> Cc1ccsc1C(=O)C1CCCN(Cc2cc(C(C)C)n[nH]2)C1 (centres undefined)
→ -2.1, 1556, 1.2, -8.4, 0.8, -0.4, 0.9, 0.9, 18.4, 13.8, 3.9
> CN1CCN(c2ccc([N+](=O)[O-])c(N/N=C3\CN4CCC3CC4)c2)CC1
→ 2.1, 1417, x, 2.4, 1.1, x, 1, 1, -10.5, 3.5, -8.4
> Cc1ccsc1C(=O)C1CCCN(Cc2ccc(O)cc2)C1 (centres undefined)
→ 8.6, 1906, -7.0, 4.2, 1, 0.0454, 1, 1.1, 0.4, 2.0, 4.0
> c1cnc(N2CCNCC2)nc1
→ -4.0, 1624, -1.6, 4.4, 0.9, 0.668, 1.2, 1, 7.0, 11.0, -3.8
> Cc1ccc(CNCCc2ccccc2F)cc1
→ -1.0, 1363, -3.4, 2.2, 0.7, 0.159, 1, 1, 34.5, 17.3, 1.1
> O=C1CN=C(c2ccc(Br)cc2)c2c(sc3c2CCCC3)N1CCN1CCCCC1
→ 2.3, 1683, 3.1, 3.6, 1, -0.778, 1, 1, 2.7, 2.9, -1.3
> CN1CCN(c2ccc(C(N)=O)cc2[N+](=O)[O-])CC1
→ 1.8, 1549, 7.2, 3.8, 1, -0.311, 1.1, 1.1, 0.9, 5.0, 6.7
> CCOC(=O)c1c(N)n(Cc2ccc(OC)cc2)c2nc3ccccc3nc12
→ -0.3, 1534, 1.8, 3.8, 0.8, -0.622, 0.9, 0.7, 16.1, 4.8, 5.4
> Cn1c(=O)cc(OCC(=O)N2CCC3(CC2)OCCO3)c2ccccc21
→ 2.5, 1371, 9.4, -2.9, 1, x, 1, 1, 4.7, -21.0, 3.8
> Cc1c(N=Cc2c(O)n(Cc3ccc(F)cc3)c(=O)[nH]c2=O)c(=O)n(-c2ccccc2)n1C
→ 0.9, 1591, x, -2.3, 0.9, 1.1, 1, 1, 8.4, -2.5, 0.9
> O=C1CN=C(c2ccccc2)c2cc(Br)ccc2N1Cc1cc(=O)n2ccccc2n1
→ -2.1, 1561, -0.7, -7.0, 0.9, 0.252, 0.9, 1, 10.3, -15.6, -1.1
> Cc1ccc(Sc2ccc(C=C3C(=O)N(C)C(=O)N(C)C3=O)o2)cc1
→ -8.7, 1460, 6.8, -5.5, 1, 0.125, 1, 0.9, 2.1, 2.3, 0.3
> C=C1C(O)(c2ccccc2)C2CC[N+]1(C)CC2 (centres undefined)
→ -3.8, 1825, x, 0.8, 1, x, 0.8, 1, 4.7, 5.9, -5.2
> C/C(Cl)=C/CC1(CN2CCCC2=O)C(=O)NC(=O)NC1=O
→ -8.9, 1570, x, -9.0, 1, 0.00831, 1.1, 1, -1.2, 5.9, -10.1
> C=C1N2CCC(CC2)C1(O)c1ccc(C)cc1 (centres undefined)
→ 2.2, 1540, x, 4.8, 0.9, 1.11, 1.6, 2.1*, 7.4, 2.0, 0.2
> CC(C)N1C(=O)/C(=C/C=C/c2ccco2)C(=O)N(Cc2ccco2)C1=O
→ 5.2, 1538, x, 5.5, 0.9, x, 1.1, 1.3, 13.4, -2.0, 6.1
> CCC(C)n1c(O)c(/C=N/N2CCOCC2)c(=O)[nH]c1=S (centres undefined)
→ 0.4, 1578, 5.5, 5.2, 0.9, 1.75, 1.1, 1.1, 8.0, -3.8, 3.6

Single records, from the list above. Order of values: PPARg SRC-1 ag | SRC2 TRFRET art | S1P3 antagonist | PPARg SRC2 recr | Diaph act CS | ROMK mod | PMI activator | PMI act hi M6P | Diaphorase inh | G6PDH counter | PPARg SRC3 recr
Cc1ccc(CNCCc2ccccc2F)cc1 is entered as -1.0 | 1363 | -3.4 | 2.2 | 0.7 | 0.159 | 1 | 1 | 34.5 | 17.3 | 1.1
C/C(Cl)=C/CC1(CN2CCCC2=O)C(=O)NC(=O)NC1=O is entered as -8.9 | 1570 | x | -9.0 | 1 | 0.00831 | 1.1 | 1 | -1.2 | 5.9 | -10.1
CN1CCN(c2ccc(C(N)=O)cc2[N+](=O)[O-])CC1 is entered as 1.8 | 1549 | 7.2 | 3.8 | 1 | -0.311 | 1.1 | 1.1 | 0.9 | 5.0 | 6.7
O=C1CN=C(c2ccc(Br)cc2)c2c(sc3c2CCCC3)N1CCN1CCCCC1 is entered as 2.3 | 1683 | 3.1 | 3.6 | 1 | -0.778 | 1 | 1 | 2.7 | 2.9 | -1.3

Returning to the listing with the 4 entries that preceded the break.
Values run as follows: PPARg SRC-1 ag, SRC2 TRFRET art, S1P3 antagonist, PPARg SRC2 recr, Diaph act CS, ROMK mod, PMI activator, PMI act hi M6P, Diaphorase inh, G6PDH counter, PPARg SRC3 recr
> C/C(Cl)=C/CC1(CN2CCCC2=O)C(=O)NC(=O)NC1=O
→ -8.9, 1570, x, -9.0, 1, 0.00831, 1.1, 1, -1.2, 5.9, -10.1
> C=C1N2CCC(CC2)C1(O)c1ccc(C)cc1 (centres undefined)
→ 2.2, 1540, x, 4.8, 0.9, 1.11, 1.6, 2.1*, 7.4, 2.0, 0.2
> CC(C)N1C(=O)/C(=C/C=C/c2ccco2)C(=O)N(Cc2ccco2)C1=O
→ 5.2, 1538, x, 5.5, 0.9, x, 1.1, 1.3, 13.4, -2.0, 6.1
> CCC(C)n1c(O)c(/C=N/N2CCOCC2)c(=O)[nH]c1=S (centres undefined)
→ 0.4, 1578, 5.5, 5.2, 0.9, 1.75, 1.1, 1.1, 8.0, -3.8, 3.6
> COc1ccc(NC(c2ccccc2F)P(=O)(Oc2ccccc2)Oc2ccccc2)cc1 (centres undefined)
→ 3.1, 1461, 11.3, 3.7, 0.8, x, 0.8, 0.9, 15.3, -14.5, 3.5
> Cc1ccccc1NC(=S)NC(NC(=O)CF)C(Cl)(Cl)Cl (centres undefined)
→ 6.4, 1401, -11.8, 4.1, 1, -0.394, 0.9, 1, -1.9, 3.9, 3.3
> O=c1c2ccccc2nc(-c2ccco2)n1-c1nccs1
→ -0.2, 1733, 4.3, 3.6, 0.8, x, 0.9, 0.9, 20.8, 0.6, -0.4
> Oc1ccc2ccccc2c1CN1CC=C(c2ccccc2)CC1
→ 6.6, 1621, -7.6, 5.7, 0.7, 0.465, 0.9, 0.6, 34.1, 9.3, 0.7
> N#Cc1ccccc1Cn1cc(C(=O)c2cccs2)c2ccccc21
→ 7.5, 1512, 6.2, 6.7, 0.8, 0.0857, 0.9, 0.9, 18.5, -4.3, 1.8
> Cc1cccc(N2C(=O)NC(=O)/C(=C\c3cnn(-c4ccccc4)c3)C2=O)c1
→ -2.4, 1592, x, -1.8, 1, x, 1, 1.1, 3.5, 3.5, -8.4
> N#Cc1c(/N=C/c2c(O)n(Cc3ccco3)c(=O)[nH]c2=O)sc2c1CCCC2
→ 1.2, 1562, -1.0, 5.5, 1, x, 1.2, 1.2, 3.5, 0.7, -0.2
> CCOC(=O)C1C2c3ccccc3O[C@@]1(C)N=C1SCC(=O)N12 (some centres undefined)
→ -3.8, 1443, 10.7, 5.0, 1.1, 1.05, 1.2, 1.2, -14.6, 6.9, 4.8
> CC(Cc1ccccc1)NC(=O)/C=C/c1ccc(Cl)cc1 (centres undefined)
→ -6.5, 1409, 4.8, -0.6, 0.9, x, 0.9, 1, 10.4, -13.2, -6.5
